# TR-FRET SRC-2 ct – TR-FRET signal artefacts, primary screen, artefact control for PPARgamma SRC-2 agonist project, biochemical; TR-FRET artefact counter-screen; hits give high values; TR-FRET ratio at 8 µM; hit rate 0.4% among 200,000; AID 1049, 2008; in the data active = TR-FRET ratio above about 2000; note: inactives centre near 1500
# ROMK primary – ROMK potassium channel modulators, primary screen, cell-based, thallium flux, MLSMR library | hit rate 2% among 130,000 | Tet-inducible ROMK, thallium flux fluorescence; actives lie on both sides | B-score at 10 µM | ATP-sensitive inward rectifier potassium channel 1 (Homo sapiens), P48048;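 active = signal ratio slope over the read window, or its plate-corrected B-score, at least 3 SD from the plate mean, either direction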;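 note: B-score of the F/F0 ratio slope over 7 to 12 s after thallium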
# STAT3 act – IL-6 driven STAT3 reporter potentiators, primary screen, U3A cells, luciferase, luminescence, MLSCN library | IL-6 STAT3-luciferase reporter; 100% = signal with IL-6 EC80 alone | activation (% of control), % at 5.6 µM | hit rate 0.91% among 190,000;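 active = activation above the screen-wide mean of compound activation plus 3 SD, cut at about 130% in these data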;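 note: 0% = background luminescence of wells with medium and substrate only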
#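 Material: STAT1-lacking human U3A cells, STAT3 luciferase reporter | Benchmarks: IL-6-only wells as 100% reference | Probe or stimulus: IL-6 (33 ng/mL) | Timing: Compound 1 h, then IL-6 6 h at 37 °C | Detection: Luminescence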
# STAT1 inh – STAT1 signaling inhibitors, primary screen, cell-based, HTS, luciferase reporter | AID 920, 2007 | inhibition, % at 5.5 µM | NIH 3T3 STAT1-luciferase reporter, IFN-gamma, luminescence | hit rate 0.35% among 200,000;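 active = inhibition above a set limit, the mean inhibition across all tested compounds plus 3 SD, cut at about 34% in these data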;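 note: 0% = IFN-gamma with DMSO and 100% = IFN-gamma with 300 µM nifuroxazide; values of inactives mirror those of a sister screen read the other way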
# PPARg SRC-3 ag – PPARgamma agonists recruiting SRC-3 coactivator, primary screen, biochemical. biochemical PPARgamma/SRC-3 coactivator recruitment assay. hit rate 0.26% among 200,000. activation, % at 8 µM. Peroxisome proliferator-activated receptor gamma (Homo sapiens), P37231; in the data active = activation above about 23%;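 note: 0% = DMSO and 100% = reference agonist; some compounds past the cut are filed as inactive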
# PPARg SRC-1 ag – PPARgamma agonists recruiting SRC-1 coactivator, primary screen, biochemical; Peroxisome proliferator-activated receptor gamma (Homo sapiens), P37231; hit rate 0.41% among 200,000; activation, % at 8 µM; PPARgamma-SRC-1 coactivator recruitment biochemical assay; in the data active = activation above about 19%;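 note: 0% = DMSO and 100% = reference agonist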
# STAT3 blocker – IL-6 driven STAT3 reporter inhibitors, primary screen, U3A cells, luciferase, luminescence, MLSCN library; hit rate 0.89% among 190,000; AID 862, 2007; inhibition, % at 5.5 µM; IL-6 STAT3-luciferase reporter; host cell line lacks STAT1;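 active = inhibition above the mean inhibition across all screened compounds plus 3 SD, cut at about 44% in these data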;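 note: 0% = DMSO only wells and 100% = 100 µM nifuroxazide control wells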
# PPARg SRC-2 ag – agonists of PPARg-SRC-2 recruitment, primary screen, biochemical, HTS; Peroxisome proliferator-activated receptor gamma (Homo sapiens), P37231; PPARgamma LBD-SRC-2 recruitment; activation, % at 8 µM; hit rate 0.34% among 200,000; AID 1032, 2008; in the data active = activation above about 22%;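 note: 0% = vehicle and 100% = reference agonist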
# S1P3 antagonist – S1P3 receptor antagonists, primary screen, cell-based; Sphingosine 1-phosphate receptor 3 (Homo sapiens), Q99500; CHO S1P3 NFAT-BLA reporter, FRET fluorescence, antagonist mode; inhibition, % at 4.98 µM; hit rate 0.27% among 170,000; AID 485, 2006;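 active = inhibition above the plate cutoff, the mean inhibition of test wells on that plate plus 3 SD, cut at about 28% in these data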;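 note: cells challenged with S1P at its EC80 of 0.8 µM; blue over green emission ratio from cleaved BLA substrate after 4 h stimulation; 0% = S1P-stimulated wells and 100% = unstimulated DMSO-only wells; some compounds past the cut are filed as inactive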
# RAM inhibit – inhibitors of the yeast RAM network, primary screen, dse1pr::URA3 reporter, 5-FOA selection. inhibition, % at 50 µM. S. cerevisiae dse1pr::URA3 reporter, 5-FOA growth OD615, 2 d; analog-sensitive cbk1-as2 kinase mutant strain. hit rate 1.8% among 190,000. AID 868, 2007;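 active = inhibition above a set limit, 3 SD over mean compound inhibition, cut at about 8.4% in these data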;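 note: 0% = DMSO-only wells with no growth and 100% = 10 µM 1-NA-PP1 full growth; inhibition rescues growth on 5-FOA so higher OD means more RAM inhibition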
# TLR4-MyD88 BLA – inhibitors of TLR4-MyD88 association in cells, primary screen, cell-based, HeLa CL3-4, BLA complementation, FRET ratio | Toll-like receptor 4 (Homo sapiens) + Myeloid differentiation primary response protein … | HeLa CL3-4 TLR4/MyD88 BLA complementation | inhibition, % at 8.4 µM | hit rate 0.18% among 200,000 | AID 861, 2007; in the data active = inhibition above about 25%;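 note: 0% = vehicle and 100% = reference inhibitor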
# Target sequence (O00206 whole entry, looked up): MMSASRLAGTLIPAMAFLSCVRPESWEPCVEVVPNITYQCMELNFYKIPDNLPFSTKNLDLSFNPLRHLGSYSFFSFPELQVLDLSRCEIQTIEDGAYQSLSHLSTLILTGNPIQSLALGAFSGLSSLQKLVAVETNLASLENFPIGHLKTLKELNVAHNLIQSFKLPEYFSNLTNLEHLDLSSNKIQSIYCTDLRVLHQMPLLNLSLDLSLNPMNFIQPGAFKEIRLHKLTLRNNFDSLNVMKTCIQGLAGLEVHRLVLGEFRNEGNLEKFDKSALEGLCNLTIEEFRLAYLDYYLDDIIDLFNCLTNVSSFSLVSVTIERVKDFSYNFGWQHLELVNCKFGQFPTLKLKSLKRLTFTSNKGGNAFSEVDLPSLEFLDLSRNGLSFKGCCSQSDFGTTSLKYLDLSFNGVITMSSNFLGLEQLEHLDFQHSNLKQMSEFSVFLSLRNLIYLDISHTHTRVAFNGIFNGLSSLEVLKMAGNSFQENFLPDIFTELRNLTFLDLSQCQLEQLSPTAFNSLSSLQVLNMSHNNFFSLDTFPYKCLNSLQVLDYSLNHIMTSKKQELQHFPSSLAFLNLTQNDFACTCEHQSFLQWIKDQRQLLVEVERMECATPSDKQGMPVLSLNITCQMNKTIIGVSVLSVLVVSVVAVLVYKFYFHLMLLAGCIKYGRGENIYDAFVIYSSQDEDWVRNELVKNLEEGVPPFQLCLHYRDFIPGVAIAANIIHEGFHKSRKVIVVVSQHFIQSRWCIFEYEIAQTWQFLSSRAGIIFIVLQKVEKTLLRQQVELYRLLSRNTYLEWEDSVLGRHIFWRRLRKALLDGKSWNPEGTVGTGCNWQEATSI
# Target sequence (Q99836 whole entry, looked up): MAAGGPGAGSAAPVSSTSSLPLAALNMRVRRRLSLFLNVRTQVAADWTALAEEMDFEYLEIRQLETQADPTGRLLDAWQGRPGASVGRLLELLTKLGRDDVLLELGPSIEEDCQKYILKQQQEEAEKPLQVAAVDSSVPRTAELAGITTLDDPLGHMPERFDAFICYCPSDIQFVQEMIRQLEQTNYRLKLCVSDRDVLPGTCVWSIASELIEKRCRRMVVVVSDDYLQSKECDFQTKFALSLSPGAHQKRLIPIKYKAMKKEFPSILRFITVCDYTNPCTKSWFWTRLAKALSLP
# Numbers without * were called inactive; nt = not tested or not shown.
SMILES,TR-FRET SRC-2 ct,ROMK primary,STAT3 act,STAT1 inh,PPARg SRC-3 ag,PPARg SRC-1 ag,STAT3 blocker,PPARg SRC-2 ag,S1P3 antagonist,RAM inhibit,TLR4-MyD88 BLA
COc1ccc(C(CNC(=O)c2cccc(Br)c2)N2CCCC2)cc1 (stereo not drawn),1401,nt,103,-1,-4,-1,4,2,nt,0.0,6
Cc1cc(C(=O)CSc2nnc(-c3ccc(Cl)cc3)n2CC2CCCO2)c(C)n1C (stereo not drawn),1524,-0.014,99,3,-11,-6,4,5,-9,2.6,-6
Cc1ccc(C(C)C)c(OCC(=O)NN=C2CCCCCCC2)c1,1710,nt,106,0,3,-1,-8,-2,-2,-0.9,-4
CC(=O)N/C(=C/c1ccc2c(c1)OCO2)C(=O)NCCCO,1541,nt,110,-1,11,4,-6,0,nt,1.5,-4
O=C(NCc1ccccn1)c1c(Cl)cccc1Cl,1493,0.11,86,6,2,7,18,8,-17,1.2,-5
Cc1ccc2nc(C)c(C(=O)N/N=C/c3ccco3)cc2c1,1805,1.3,95,8,8,4,3,-1,-5,0.0,-8
CCOc1ncnc2c1oc1nc(CC(C)C)c3c(c12)CC(C)(C)OC3,1577,nt,111,-4,-1,0,-7,-3,nt,10*,-9
CSc1ccc(CN2CCCC(CO)(Cc3ccccc3)C2)cc1 (stereo not drawn),1500,-1.5,100,2,-3,1,6,5,11,0.7,11
O=C1c2ccccc2-c2cccc(C(=O)N3CCCCCC3)c21,1412,-0.88,102,-13,4,6,3,-2,-5,0.5,0
Cc1ccc(-n2nc(-c3ccco3)cc2C(=O)O)c(C)c1,1518,-0.27,100,-13,0,15,2,7,6,2.3,-6
COc1ccc(CN(C)CCc2ccccn2)cc1OC,1479,nt,101,3,-9,-7,3,4,-52,0.2,2
CN(C)c1ccc(NC(=O)c2cccc(N3C(=O)CCC3=O)c2)cc1,1692,0.35,98,1,1,2,8,3,14,1.7,-5
Cc1ccc(NC(=O)C(CC(C)C)NC(N)=O)cc1 (stereo not drawn),1399,-0.14,101,5,-5,4,2,-6,1,0.9,3
N=C1c2ccccc2CN1c1ccc(S(=O)(=O)N2CCCCC2)cc1,1627,-0.52,99,6,5,-3,2,-1,0,2.1,-8
CN(C)c1nc(Oc2ccc(OCCOc3ccccc3)nn2)nc(N(C)C)n1,1579,0.067,99,5,7,10,8,4,-10,0.9,-2
COc1ccc(CCNC(=O)c2ccc(SC)cc2OC)cc1,1564,0.23,101,3,3,2,5,9,-63,-0.2,0
CC(C)(C)c1ccc2c(c1)N(CC(=O)O)C(=O)CO2,1343,0.93,104,-1,-2,2,-3,-1,nt,0.5,-13
CC(=O)c1cccc(CN2CCN(Cc3ccc(C)cc3)C(CCO)C2)c1 (stereo not drawn),1579,0.21,92,-9,-5,10,14,3,0,0.8,0
O=C(NCc1ccc(OC(F)(F)F)cc1)C1CC(c2ccccc2[N+](=O)[O-])=NO1 (stereo not drawn),1300,nt,104,2,4,-11,-4,0,nt,3.4,9
CCN(CC(=O)Nc1ccc(OC)c(Cl)c1)CC(=O)NC(C)C,1431,-0.41,112,-9,2,2,-11,2,-7,1.6,5
CN1CC(c2ccccc2Cl)C2(COc3ccccc3C2=O)C12C(=O)Nc1ccccc12 (stereo not drawn),1674,nt,101,8,8,-9,11,8,nt,5.5,-8
COc1ccc(/C=C/C(=O)OCC(=O)Nc2cc3oc4ccccc4c3cc2OC)cc1,1282,0.024,98,-4,-2,-11,8,1,-1,2.1,-32
Cc1ccc(NC(=O)COc2ncnc3sccc23)cc1S(=O)(=O)N(C)C,1872,0.21,102,5,2,5,-2,14,-4,2.9,7
CC(C)Nc1nc(NC(C)(C)C)nc(Oc2ccc(=O)n(-c3ccccc3)n2)n1,1547,nt,112,0,-4,-4,-9,9,nt,3.2,-10
CCNC(=S)N(CCc1ccc(OC)c(OC)c1)Cc1cc2cc(OC)ccc2[nH]c1=O,1461,0.21,105,-9,2,-1,-3,-3,-5,1.3,9
Cc1ccc2c(c1)N(CCC(=O)NC1CC1)C(=O)C(C)O2 (stereo not drawn),1315,nt,103,1,1,-7,5,-4,-14,1.5,-12
Cc1onc(C(N)=O)c1C(=O)Nc1ncc(C(F)(F)F)cc1Cl,1704,0.26,85,4,6,6,24,8,-34,2.6,8
CCCCC(c1nnnn1Cc1ccco1)N1CCN(c2nc3ccccc3s2)CC1 (stereo not drawn),1658,-0.66,105,-3,13,-8,-3,1,16,5.0,-8
CN(CC(=O)NC1CCCCCCC1)S(=O)(=O)c1cnc[nH]1,1602,-0.87,103,-11,-2,2,-2,-9,-25,4.2,-8
CN1C(=O)N(S(=O)(=O)c2ccc(F)c(F)c2F)C(=O)C1(C)C,1532,nt,104,-4,3,9,5,9,-38,0.3,-14
NS(=O)(=O)c1ccc(NC(=S)NCc2ccc(F)cc2)cc1,1466,0.085,92,3,4,-1,16,0,1,0.5,-7
Cc1ccc(OCC(=O)N(C)CC(=O)Nc2ccc(F)cc2)c([N+](=O)[O-])n1,1550,0.04,101,-1,1,7,3,-2,-6,1.8,-10
COc1ccc(C(=O)Nc2nc3ccccc3[nH]2)cc1S(=O)(=O)N1CCCC1,1302,0.63,103,-10,11,-6,1,6,nt,2.5,0
CSc1nsc(SCCN2C(=O)c3ccccc3C2=O)n1,1599,0.92,95,-1,9,3,9,13,19,1.2,12
CCc1nc2sccc2c(=O)n1N,1427,-0.011,100,5,-1,2,4,2,-5,-0.4,6
Cc1ccccc1OCC(=O)NCC(=O)N/N=C/c1cccc([N+](=O)[O-])c1,1470,0.013,92,-3,1,0,19,2,7,6.8,-33
O=C(CCCCC(=O)NC1CCCC1)NC1CCCC1,1363,1,94,-4,-2,-7,6,-4,-6,0.0,-14
O=C(Nc1ccc(Cl)cc1)N1CCN(c2ccccc2)CC1,1702,nt,87,-7,12,6,18,9,nt,0.6,12
COc1ccc(N2CCN(CCCNC(=O)C3CCN(S(=O)(=O)N4CCOCC4)CC3)CC2)cc1,1512,0.12,104,-2,-2,-7,3,-5,-4,0.8,5
O=C(OCc1ccccc1)Oc1cncc(C(=O)O)c1,1542,nt,112,-4,7,-2,-10,-6,2,3.5,6
Nc1nonc1/C(=N/O)N1CCN(CCO)CC1,1588,nt,96,5,-3,10,11,12,-20,0.6,-11
CC(=O)Nc1ccc(S(=O)(=O)Nc2nc(-c3ccc(C(C)(C)C)cc3)cs2)cc1,1725,0.31,102,1,-1,0,-6,-2,1,1.3,-14
O=[N+]([O-])c1ccc(C(O)CN=Cc2ccc(O)cc2O)cc1 (stereo not drawn),1550,0.0047,94,-5,3,2,12,4,-12,1.2,-12
CCC1CCCCN1C(=O)Nc1cc(Cl)ccc1OC (stereo not drawn),1555,-0.43,111,-3,6,-8,-2,1,1,0.5,-19
CCC(Sc1nc(N)c(NC(=O)c2ccc(OC)c(OC)c2)c(=O)[nH]1)C(=O)OC (stereo not drawn),1861,nt,111,-4,8,-4,-4,5,20,0.9,0
O=C1CN(C(=O)/C=C/c2ccc(Cl)cc2)c2ccccc2N1,1663,0.23,86,-4,1,11,23,8,-6,0.4,-9
O=c1cc(-c2ccc(O)cc2)oc2ccccc12,1569,0.98,93,-60,-2,10,10,4,3,3.3,0
COc1ccc(CCNC(=O)Cn2cccc2C(=O)c2ccccc2)cc1OC,1527,nt,99,-3,2,4,1,-2,-5,3.1,3
CC(=O)N1CCc2cc(Br)cc(S(=O)(=O)N3CCN(C(=O)c4ccco4)CC3)c21,1496,nt,105,7,6,10,-1,2,6,3.0,-2
Cc1nnc(SCc2nc3ccccc3[nH]2)s1,1614,-0.28,101,-1,0,4,2,2,nt,-0.7,4
C=C(C)Cn1c(N2CCN(CC)CC2)nc2c1c(=O)[nH]c(=O)n2C,1470,nt,105,2,2,-3,3,5,nt,2.2,-2
O=C(COc1ccc(Cl)cc1Cl)N1CCN(c2ccccn2)CC1,1511,-2.1,96,2,1,6,13,-2,-15,0.5,5
CCOc1ccc(CCNC(=O)C2CCCN2C(=O)OCc2ccccc2)cc1OCC (stereo not drawn),1693,-0.38,92,-3,0,11,12,4,-7,-0.1,-19
COc1ccc(C(=O)CSc2nc(C(C)(C)C)nc3ccccc23)cc1,1598,1.5,93,10,8,10,15,11,-16,13*,-4

# Among those listed so far, 7 contain an aryl thioether with sulfur outside any ring:
SMILES,TR-FRET SRC-2 ct,ROMK primary,STAT3 act,STAT1 inh,PPARg SRC-3 ag,PPARg SRC-1 ag,STAT3 blocker,PPARg SRC-2 ag,S1P3 antagonist,RAM inhibit,TLR4-MyD88 BLA
Cc1cc(C(=O)CSc2nnc(-c3ccc(Cl)cc3)n2CC2CCCO2)c(C)n1C (stereo not drawn),1524,-0.014,99,3,-11,-6,4,5,-9,2.6,-6
CSc1ccc(CN2CCCC(CO)(Cc3ccccc3)C2)cc1 (stereo not drawn),1500,-1.5,100,2,-3,1,6,5,11,0.7,11
COc1ccc(CCNC(=O)c2ccc(SC)cc2OC)cc1,1564,0.23,101,3,3,2,5,9,-63,-0.2,0
CSc1nsc(SCCN2C(=O)c3ccccc3C2=O)n1,1599,0.92,95,-1,9,3,9,13,19,1.2,12
CCC(Sc1nc(N)c(NC(=O)c2ccc(OC)c(OC)c2)c(=O)[nH]1)C(=O)OC (stereo not drawn),1861,nt,111,-4,8,-4,-4,5,20,0.9,0
Cc1nnc(SCc2nc3ccccc3[nH]2)s1,1614,-0.28,101,-1,0,4,2,2,nt,-0.7,4
COc1ccc(C(=O)CSc2nc(C(C)(C)C)nc3ccccc23)cc1,1598,1.5,93,10,8,10,15,11,-16,13*,-4

# Screens (PubChem BioAssay)
